Screening data: PubChem, NCI
All columns: NCI-60 one-dose screen, growth in % after 48 h at 10 µM unless noted; 100 = growth as untreated, 0 = no growth, -100 = all killed.
SNB-75: SNB-75 CNS cancer; actives 5% (n = 79,000)
HCT-116: HCT-116 colon cancer; actives 7.3% (n = 82,000)
HCC-2998: HCC-2998 colon cancer; actives 4.7% (n = 79,000)
KM12: KM12 colon cancer cells | actives 5% (n = 82,000) | AID 1794800
SW-620: SW-620 colon cancer. AID 1794795. actives 5.2% (n = 82,000)
SF-268: SF-268 CNS cancer cells. actives 3.1% (n = 82,000). AID 1794759
HT29: HT29 colon cancer | actives 7.4% (n = 81,000)
HCT-15: HCT-15 colon cancer. AID 1794746. actives 5.2% (n = 82,000)
SNB-19: SNB-19 CNS cancer cells. actives 2.5% (n = 81,000). AID 1794751
* = called active by the depositor; nt = not tested or not shown; & = joins results of further samples. Rule for the calls: active = growth percent below 10; inactive = the rest. An unsorted share of the library; 11% or so of the library scored in one or more.

no.	structure	HT29	HCT-15	SW-620	HCC-2998	SF-268	SNB-75	KM12	HCT-116	SNB-19
1	CC(CO)c1ccccc1 (stereo not drawn)	110	106	101	102	109	91	118	97	98
2	O=c1oc2ccc3ccccc3c2cc1-c1cc(-c2ccc(O)cc2)cc(-c2cc3c(ccc4ccccc43)oc2=O)n1	109	104	102	104	103	92	104	110	104
3	COc1ccc(OC)c(NC(=O)Oc2ccc(C#N)cc2)c1	102	97	100	109	102	87	105	101	nt
4	O=C1CCN2C=CC=CC2=N1	106	102	107	105	99	93	105	106	103
5	C#CCN(C)CCCOc1ccc(N(CC)C(=O)c2cc(C(C)C)c(O)cc2O)cc1Cl	7.0*	-53*	6.7*	-78*	28	-1.1*	-9.8*	-4.0*	11
6	Cn1cc(-c2nc(-c3cn(C)c4ncccc34)cs2)c2cc(Br)ccc21	81	84	108	101	102	103	81	97	107
7	COc1cc(-c2nnc(-c3nc(-c4cc(OC)c(OC)c(OC)c4)n4ccccc34)o2)ccc1O	nt	94	91	101	101	85	93	84	90
8	O=C(O)c1cc2ccccc2c2cc(Br)ccc12	106&111	101&106	92&100	106&99	102&108	87&89	99&109	105&111	99
9	COc1ccc(C2NC(=S)N(C(CC(=O)c3ccccc3)c3ccccc3)C(=O)C2Br)cc1 (stereo not drawn)	91	78	88	82	90	45	91	48	82
10	C=C1SC(=Nc2cccc(OC)c2)N(c2nc(Cl)nc(Cl)n2)C1(C)C	109	104	113	111	103	97	106	97	102
11	COc1cc(N)ccc1O	93	107	92	109	94	95	95	106	97
12	COc1cc(NC(C)CCCNC(=O)CCC(=O)NCCCNCCCCCCNCCCNC(=O)CCC(=O)NCCCC(C)Nc2cc(OC)cc3cccnc23)c2ncccc2c1 (stereo not drawn)	93	102	97	99	73	89	99	95	90
13	COCCn1c(-c2csc(-c3cn(C)c4ccc(OC)cc34)n2)cc2cccnc21	5.0*	7.4*	15	-3.8*	64	72	22	57	85
14	COc1ccc(C(=O)Nc2sc3c(c2C#N)CCC(=O)C3)cc1C(F)(F)F	-31*	-70*	-31*	6.8*	27	-15*	10	0.7*	-5.9*
15	NC(N)=N/N=C(\c1ccccc1)C(O)c1ccccc1 (stereo not drawn)	92	111	nt	100	nt	94	105	100	95
16	Clc1ccc(/C=C\c2ccncc2)cc1	85	87	93	86	83	79	102	87	74
17	OC1CCC2CC12 (stereo not drawn)	95	97	117	106	107	101	105	105	103
18	N#C/C(=C\c1ccccc1)c1nc(N)nc(Nc2ccc(S(N)(=O)=O)cc2)n1	103	104	102	106	96	104	103	109	96
19	CC(C)NC(=O)OCc1c(COC(=O)NC(C)C)c(-c2ccc(Cl)c(Cl)c2)n2c1C[C@@H](O)C2	78	115	90	98	91	88	100	86	96
20	CCN(CC)CCOc1nc2cc(OC)c(OC)cc2c2c1-c1ccc(OC)cc1C2=O	40	81	45	83	44	57	65	47	73
21	CC(=O)Oc1cc(C(C)C)ccc1C	108	98	111	94	119	102	115	107	107
22	CC(C)CSc1nc(N/N=C/c2cc(Cl)ccc2O)c(C#N)c(-c2ccc(Cl)cc2)n1	86	33	82	86	83	99	90	49	nt
23	COc1ccc(-c2nc3sccn3c2-c2ccnc(NCCNS(=O)(=O)c3ccc(C)cc3)n2)cc1	70	83	119	nt	75	nt	17	78	94
24	O=C(NCO)NCOCn1c(=O)n(CO)c(=O)n(CO)c1=O	97	105	105	102	102	87	103	90	109
25	Nc1ccc2c(O)c(N=Nc3ccc(N=Nc4ccc(S(=O)(=O)O)cc4)cc3)c(S(=O)(=O)O)cc2c1	101	109	97	102	104	87	103	102	98
26	CN1CCN(C(=O)c2ccc(-c3nc4ccc5[nH]ncc5c4c4c3CCCC4)cc2)CC1	81	63	69	84	81	89	36	45	82
27	O=C(/C=C/c1ccccc1F)c1ccccc1	102	101	107	98	118	79	109	102	98
28	CCC(CC)(CC)c1cc([N+](=O)[O-])c(C)c([N+](=O)[O-])c1OC	93	93	101	102	101	98	112	79	99
29	COc1ccc(C2C(C(=O)c3ccccc3)C2(C#N)C#N)cc1 (stereo not drawn)	114	89	93	106	98	95	94	95	96
30	COc1cc(/C=C(\NC(=O)c2ccc([N+](=O)[O-])cc2)C(=O)N2CCCC2)c(OC)cc1C=O	106	106	103	110	97	93	109	110	97
31	CCC(OC(C)=O)c1ccccc1 (stereo not drawn)	104	102	94	109	103	98	111	99	106
32	N#Cc1c(Cl)nsc1-c1ccc([N+](=O)[O-])cc1	101	93	103	112	104	67	115	98	90
33	C=C(CBr)[C@@H]1CC[C@]2(C(=O)O)CC[C@]3(C)[C@H](CC[C@@H]4[C@@]5(C)CCC(=O)C(C)(C)[C@@H]5CC[C@]43C)[C@@H]12	98	73	85	96	83	99	69	73	79
34	C=CCn1c(SCC(=O)Nc2cccc(C(=O)/C=C/c3ccc(OC)cc3)c2)nc2ccccc2c1=O	97	81	88	103	91	78	90	74	81
35	COc1cc(/C=C2\C(=N)N=C(SCc3nc4ccccc4[nH]3)NC2=O)cc(OC)c1OC	108	106	106	105	129	115	112	106	100
36	CCOc1ccc(-n2cnc3c(=O)[nH]c(N)nc32)cc1	104	96	99	nt	98	92	102	106	95
37	CC1(C)CC(=O)C([C@H](c2ccccc2)N2c3ccccc3Sc3ccccc32)C(=O)C1	95	98	93	104	95	74	95	91	106
38	c1ccc(CP(Cc2ccccc2)c2ccccc2)cc1	88	95	105	101	110	101	103	100	105
39	CCCCOc1ccc(C(=O)OCCN(C)C)cc1N	100	99	110	99	109	94	108	97	104
40	COc1ccc(-c2nn(-c3cccc(Cl)c3)cc2-c2nc(N)[nH]c(=O)c2C#N)cc1	87	65	83	81	69	69	56	58	60
41	CCOc1ccc(NC(=O)OCCN2CCN(CCc3ccccc3)C(C)C2)cc1 (stereo not drawn)	69	85	99	23	103	81	101	92	104
42	C=C(C)[C@@H]1CC[C@]2(COCCC#N)CC[C@]3(C)[C@H](CC[C@@H]4[C@@]5(C)Cc6c([nH]c7ccccc67)C(C)(C)[C@@H]5CC[C@]43C)[C@@H]12	90	102	93	104	101	91	96	82	99
43	O=c1[nH]cnc2c1C(c1ccccc1Cl)c1ccc3ccccc3c1O2 (stereo not drawn)	121	91	98	105	91	71	99	97	100
44	O=C1CCCN1c1nc(-c2ccccc2)c(Br)s1	88	87	86	107	95	nt	82	90	80
45	O=C1NN=C2c3ccccc3CN2c2c1cnn2-c1ccccc1	110	101	104	109	104	97	102	101	101

Another view of part of the listing above:
Value order: HT29	HCT-15	SW-620	HCC-2998	SF-268	SNB-75	KM12	HCT-116	SNB-19
41	CCOc1ccc(NC(=O)OCCN2CCN(CCc3ccccc3)C(C)C2)cc1 (stereo not drawn)
 : 69	85	99	23	103	81	101	92	104
42	C=C(C)[C@@H]1CC[C@]2(COCCC#N)CC[C@]3(C)[C@H](CC[C@@H]4[C@@]5(C)Cc6c([nH]c7ccccc67)C(C)(C)[C@@H]5CC[C@]43C)[C@@H]12
 : 90	102	93	104	101	91	96	82	99
43	O=c1[nH]cnc2c1C(c1ccccc1Cl)c1ccc3ccccc3c1O2 (stereo not drawn)
 : 121	91	98	105	91	71	99	97	100
44	O=C1CCCN1c1nc(-c2ccccc2)c(Br)s1
 : 88	87	86	107	95	nt	82	90	80
45	O=C1NN=C2c3ccccc3CN2c2c1cnn2-c1ccccc1
 : 110	101	104	109	104	97	102	101	101

Continuation:
no.	structure	HT29	HCT-15	SW-620	HCC-2998	SF-268	SNB-75	KM12	HCT-116	SNB-19
46	CCCCCC1CCCCN1C(=O)OCC (stereo not drawn)	101	96	105	94	100	88	110	94	105
47	COc1ccc2c(c1)Nc1ccccc1S2	104	104	106	108	nt	108	110	105	110
48	CCN(c1cc(-c2ccc(CN3CCN(C(=O)CCCCCCCCCCCCCCC(=O)N[C@H](C(=O)N4C[C@H](O)C[C@H]4C(=O)NCc4ccc(-c5scnc5C)cc4)C(C)(C)C)CC3)cc2)cc(C(=O)NCc2c(C)cc(C)[nH]c2=O)c1C)C1CCOCC1	103	100	102	96	84	73	103	97	99
49	CCCCC[n+]1ccc(SCC(=O)N(C)c2cccc(Cl)c2)c2ccccc21	97	97	95	87	120	97	107	95	97
50	O=C(c1cccnc1)N1CCN(c2ccccc2Cl)CC1	97	109	106	38	109	87	109	91	98
51	COc1ccc(Oc2nc(Nc3ccc(N4CCOCC4)cc3)ncc2NC(=O)c2cc(OC)cc(OC)c2)cc1	72	68	71	98	90	79	79	88	87
52	COc1ccc(-c2oc(=O)ccc2C#Cc2cc(OC)c(OC)c(OC)c2)cc1F	134	94	101	104	110	195	108	90	108
53	NS(=O)(=O)c1ccc(NC(=O)CSc2ccc(-c3ccccc3)nn2)cc1	121	105	112	110	65	89	97	103	62
54	COc1cc(NC(=O)CCSc2nc3ccc(Cl)cc3c(=O)n2Cc2ccccc2)cc(OC)c1OC	76	73	86	100	95	37	nt	53	92
55	C=C(C[C@@](O)(C(=O)Oc1ccccc1)C(=O)C1CCCCC1)c1ccccc1	103	109	107	105	100	72	105	93	nt
56	Nc1cc2c(cc1Cl)-c1ccccc1C2	107	71	103	102	93	74	104	103	99
57	N#C/C(C(=O)Nc1ccccc1)=c1\s/c(=C\Nc2ccccc2F)c(=O)n1-c1ccccc1	86	97	92	93	100	87	91	84	96
58	O=C1N=c2cc3c(cc2=C/C1=C/c1sc(=S)n(CCc2ccc(O)cc2)c1O)OCO3	106	59	15	108	97	76	94	32	94
59	COc1ccc(/C=N\NC(=O)C[N+](C)(C)C)cc1OC	100	107	105	95	117	92	115	104	104
60	O=C(CCNC(=O)c1nc(-c2ccccc2)n(-c2ccccc2)n1)NO	98	107	103	113	95	108	96	93	100

Quoted at random: 3 compounds from above
no.	structure	HT29	HCT-15	SW-620	HCC-2998	SF-268	SNB-75	KM12	HCT-116	SNB-19
53	NS(=O)(=O)c1ccc(NC(=O)CSc2ccc(-c3ccccc3)nn2)cc1	121	105	112	110	65	89	97	103	62
57	N#C/C(C(=O)Nc1ccccc1)=c1\s/c(=C\Nc2ccccc2F)c(=O)n1-c1ccccc1	86	97	92	93	100	87	91	84	96
49	CCCCC[n+]1ccc(SCC(=O)N(C)c2cccc(Cl)c2)c2ccccc21	97	97	95	87	120	97	107	95	97

Continuation:
no.	structure	HT29	HCT-15	SW-620	HCC-2998	SF-268	SNB-75	KM12	HCT-116	SNB-19
61	O=C1/C(=C/C=C/c2ccco2)SC(=S)N1c1ccccc1	84	57	99	87	108	101	94	35	86
62	COc1cc(-c2nnc(SC/C(=N/O)c3ccccc3)n2-c2ccccc2)cc(OC)c1OC	100	99	114	108	114	85	108	93	95
63	CCCN(CCC)S(=O)(=O)c1ccc(C(=O)Oc2ccccc2C(=O)O)cc1	103	107	104	101	98	94	108	105	105
64	Cc1cc(N2CCN(CC(=O)Nc3ccc4c(ccn4Cc4ccccc4)c3)CC2)nc(N2CCC(C)CC2)n1	34	63	85	115	77	65	74	53	74
65	CCN(CC)c1ccc(NC(c2ccccc2)C(O)c2ccccc2)cc1 (stereo not drawn)	110	93	102	95	99	74	105	108	103
66	CN(C)c1ccnc(CNCCSC2(c3ccc(C(F)(F)F)cc3)c3ccccc3CCc3ccccc32)c1	-66*	-83*	-66*	-92*	14	-2.6*	-66*	-82*	nt
67	CCOC(=O)C1=C(C)N=C2SC=C(c3ccccc3)N2[C@H]1c1cn[nH]c1-c1ccc(Cl)cc1	37	25	38	109	45	74	59	19	59
68	CN(C)c1ccc2nc3ccc(=O)cc-3sc2c1	41&40	37&36	47&32	40&18	63&53	37&95	33&30	9.4*	46&56
